RECQ1 inh: blocks DNA unwinding by human RECQ1 | P46063 | RECQ1 DNA unwinding, red fluorescence kinetic read | Potency, µM (highest dose often 57.3 µM), inactives show at the highest dose activity, negative = inhibition, actives largely listed as inhibitors | hit rate 0.54% among 240,000 | AID 2549;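 further: plate controls were vehicle for no effect and no enzyme for full effect; nearly all actives have a fitted effect of over 30% in size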
Target sequence (P46063 whole entry, looked up): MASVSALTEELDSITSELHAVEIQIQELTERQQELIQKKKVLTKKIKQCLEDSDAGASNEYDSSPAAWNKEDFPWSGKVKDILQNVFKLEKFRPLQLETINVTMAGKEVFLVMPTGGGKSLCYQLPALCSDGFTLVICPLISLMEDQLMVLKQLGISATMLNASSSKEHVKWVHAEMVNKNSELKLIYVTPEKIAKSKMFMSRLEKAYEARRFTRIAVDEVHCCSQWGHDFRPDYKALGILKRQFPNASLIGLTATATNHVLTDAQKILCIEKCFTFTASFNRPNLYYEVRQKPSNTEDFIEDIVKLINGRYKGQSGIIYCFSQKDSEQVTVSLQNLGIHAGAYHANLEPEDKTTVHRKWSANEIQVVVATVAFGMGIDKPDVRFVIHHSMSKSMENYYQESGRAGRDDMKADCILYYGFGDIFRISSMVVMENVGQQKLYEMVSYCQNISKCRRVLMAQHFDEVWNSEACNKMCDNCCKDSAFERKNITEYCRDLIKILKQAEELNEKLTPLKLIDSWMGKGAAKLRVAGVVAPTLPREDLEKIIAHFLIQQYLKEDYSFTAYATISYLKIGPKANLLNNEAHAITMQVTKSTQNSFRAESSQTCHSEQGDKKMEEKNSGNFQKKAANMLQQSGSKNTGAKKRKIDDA
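50 nM RECQ1T1 preincubated 15 min with compound in Tris pH 8.0 buffer with MgCl2, DTT, Tween-20 and 2.5 ug/ml poly(dI-dC); started with 200 nM TAMRA/BHQ-2 forked duplex and 2 mM ATP. Unwinding read as fluorescence (525/598 nm), two reads 2 h apart.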
SMN2 splice enh: increases expression of the SMN2 splice variant. Potency, µM (top dose mostly 46.1 µM), for the others: at the highest dose activity change, positive = activation, most hits filed as activators. HEK293 SMN2-luciferase splicing reporter, luminescence, 30-36 h. hit rate 2.8% among 210,000; further: % of control where 0% means no effect; nearly all actives have a fitted effect of over 55% in size
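HEK293 cells carry an SMN2 minigene-luciferase reporter in which exon 7 inclusion puts luciferase in frame. Cells were seeded at 2000 cells/well, attached for 10-12 hours, then exposed to compounds for 30-36 hours at 37C before ONE-Glo luminescence.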
Epigenetic derep: epigenetic control regulation, reporter derepression; murine LDR cells, GFP reporter derepression, 30 h; Potency, µM (highest dose often 53.9 µM), for inactives: top-dose GFP activation, most hits filed as activators; hit rate 0.2% among 280,000; AID 1865; further: % of control where 0% means no effect; nearly all actives have a fitted effect of over 60% in size
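Readout is the number of GFP-expressing murine LDR cells, counted by cytometry following washing. Cells were treated with compound for 30 h at 37 C; the stably integrated CMV-GFP locus is normally silent.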
JMJD2E inh: blocks human JMJD2E demethylase activity | B2RXH2 | JMJD2E catalytic domain, FDH-coupled NADH fluorescence (FDH is formaldehyde dehydrogenase) | Potency, µM (titrated, usually from 57.1 µM), inactives show at the top dose activity change, negative = inhibition, most hits filed as inhibitors | hit rate 1.6% among 230,000; active means well fitted inhibition curve with a large enough effect, not every such curve was filed as active; inconclusive means small, poorly fitted or top-dose-only effect, or another doubt; inactive means no such curve, though single readings can be large or run the other way;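 further: 0% = wells with enzyme and -100% = buffer wells without enzyme; nearly all actives have a fitted effect of over 50% in size; many of its hits are not listed in these tables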
NPSR antag: antagonists of human neuropeptide S receptor cAMP signaling | Q6W5P4 | CHO-NPSR cells, cAMP TR-FRET, antagonist mode | Potency, µM (titrated, usually from 38.3 µM), for the others: top-dose activity change, negative = inhibition, actives largely listed as inhibitors | hit rate 1% among 220,000; further: on the % scale 0 is the no-effect control and ±100 the full control effect; nearly all actives have a fitted effect of over 50% in size; many of its hits are not listed in these tables
RGS12 GoLoco inh: RGS12 GoLoco-Gai1 interaction inhibition | P63096 | Gai1:RGS12 GoLoco peptide FP, rhodamine, 10 min | Potency, µM (top dose mostly 61.6 µM), for the others: at the top dose activity, negative = inhibition, usual class: inhibitors | hit rate 0.44% among 230,000; active means well fitted inhibition curve with a large enough effect, not every such curve was filed as active; inactive means no such curve, though single readings can be large or run the other way; further: on the % scale 0 is the no-effect control and ±100 the full control effect; nearly all actives have a fitted effect of over 30% in size; many of its hits are not listed in these tables
Target sequence (P63096 whole entry, looked up): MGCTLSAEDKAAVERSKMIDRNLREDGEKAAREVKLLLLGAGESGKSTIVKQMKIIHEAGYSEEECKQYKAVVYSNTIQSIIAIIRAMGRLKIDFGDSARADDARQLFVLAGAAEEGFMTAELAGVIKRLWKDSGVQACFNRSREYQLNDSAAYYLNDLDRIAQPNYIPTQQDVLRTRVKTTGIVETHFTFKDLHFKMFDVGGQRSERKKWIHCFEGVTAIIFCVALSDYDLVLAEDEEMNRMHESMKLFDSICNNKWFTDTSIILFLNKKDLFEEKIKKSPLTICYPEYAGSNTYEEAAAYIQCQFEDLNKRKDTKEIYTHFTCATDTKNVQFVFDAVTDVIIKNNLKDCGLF
IMPase Li inh: IMPase inhibition in cells with lithium potentiation | Potency, µM (series often up to 59.4 µM), without a hit: at the highest dose activity, negative = IMPase inhibition, most hits filed as inhibitors | CHO-M1 cells, IP1 TR-FRET (IP-One), carbachol + lithium | hit rate 0.35% among 210,000;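 further: IP1 builds up when IMPase is blocked and the TR-FRET signal falls; plate controls were basal vehicle for no effect and high inhibitor control for full effect; nearly all actives have a fitted effect of over 50% in size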
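Steps: plate 2000 CHO-M1 cells per well and culture 16–30 h; add compound and lithium; incubate 30 min, 37C; add d2-IP1 tracer and Eu cryptate anti-IP1 antibody in lysis buffer; read after 10 min at room temperature.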
KinaseGlo FLuc: counter-screen: inhibitors of Kinase-Glo firefly luciferase; Q27757; Kinase-Glo luciferase, ATP luminescence, 8 min; Potency, µM (doses to about 38.3 µM), without a hit: at the top dose activity change, negative = inhibition, usual class: inhibitors; hit rate 0.28% among 200,000; AID 1379; further: on the % scale 0 is the no-effect control and ±100 the full control effect; nearly all actives have a fitted effect of over 60% in size
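Light output from Kinase-Glo luciferase with luciferin and 10 uM ATP in 50 mM imidazole pH 7.2, KCl, MgCl2, Tween 20, BSA; compound pin-delivered, 8-min ambient incubation, then luminescence read.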
Starred values were filed as active, the others as inactive; i = inactive; u = inconclusive; x = not tested or not shown; & = joins results of further samples; [ ] = remark or other dose. Unless noted, the call rests on the fitted dose curve; in most records, active means well fitted curve in the direction sought with a large enough effect; inconclusive means small, poorly fitted or top-dose-only effect, or another doubt; inactive means no such curve, though single readings can be large; an effect the other way counts as inactive or inconclusive. Potency means the concentration at half of the fitted maximal effect. A portion of the library (hit frequency here may not be typical).

Second line of a record: RECQ1 inh, SMN2 splice enh, Epigenetic derep, JMJD2E inh, NPSR antag, RGS12 GoLoco inh, IMPase Li inh, KinaseGlo FLuc
> COc1cccc(NC(=O)CSc2c3c(nc4ccccc24)CCCC3)c1
    -18%, -6%&-2%, u, u, -45%, 5%, 9%, 0%
> CN(Cc1ccc(OCC(O)CN(C)Cc2ccccc2)cc1)Cc1nccn1C (stereo not given)
    i, x, 1.1%, -1%, 7%, -5%, x, x
> CCCCNC(=O)/C(C#N)=C/c1ccc(C(=O)OC)cc1
    -3%, 1%, 4.8%, u, 27%, 4%, 4%, -1%
> O=C(CCC(=O)Nc1ccccc1)N/N=C/c1ccco1
    15%, -21%, -1.1%, -21%, -14%[46.1 µM], 16%, -2%[38.3 µM], 8%
> Cc1cc(C)n2nc(C(=O)NCc3ccco3)cc2n1
    i, 7%, 1.1%, u, 11%, 1%, 4%, 2%
> Cc1ccccc1C1C(C#N)=C2NC(=O)c3c(sc4c3CCCCC4)N2C2=C1C(=O)CC(C)(C)C2 (stereo not given)
    -5%, -4%, -1.2%, 6%, 4%[46.1 µM], 7%, -2%[38.3 µM], -2%
> Cc1ccc(NS(=O)(=O)c2ccc(C)c(C(=O)N3CCN(C)CC3)c2)cc1
    -7%, -21%, -2.0%, -2%, -1%[46.1 µM], 24%, 2%[38.3 µM], 1%
> COC(=O)c1ccc(COc2ccccc2/C=C(\C#N)C(=O)Nc2ccc(C)cc2C)cc1
    8%, 10%, -1.1%, 1%, -19%, -3%, 1%, -1%
> CC(=O)c1ccc(Oc2ccc(C(C)=O)cc2)cc1
    -5%, 15%, -2.9%, 2%, -11%[46.1 µM], -2%, 20%[38.3 µM], 5%
> O=C(NCc1ccco1)C12CC3CC(CC(C3)C1)C2
    -1%, 11%, -1.2%, 4%, -3%[46.1 µM], 2%, 2%, 0%
> O=C(O)c1ccc(Oc2nc3ccccc3s2)cc1
    x, u, x, x, x, 4%[14.2 µM], -4%, -6%[7.66 µM]
> O=C(NNC(=O)C1CCN(S(=O)(=O)c2ccc(Cl)cc2)CC1)c1ccc(Cl)cc1
    -1%, -16%, 0.0%, 9%, -13%[46.1 µM], 1%, -3%[38.3 µM], 1%
> CCOC(=O)CC(NS(=O)(=O)c1ccc(NC(C)=O)cc1)c1ccc(OCC)cc1 (stereo not given)
    -1%, -24%, 1.2%, 7%, -11%[46.1 µM], 8%, 7%, 2%
> Fc1ccc2c(c1)C(c1ccncc1)=NNC(c1cccnc1)=N2
    -7%, 1%, 0.0%, 2%, -5%[46.1 µM], 22%, 22%[38.3 µM], 4%
> S=C(NCc1ccc(Cl)cc1Cl)Nc1ccccc1
    -11%, 7%, -0.9%, 14%, -26%, 9%, 0%, 0%
> CCOC(=O)CCC(=O)O[C@H]1[C@H](O[C@@H]2[C@@H](C)[C@H](O[C@H]3C[C@@](C)(OC)[C@@H](O)[C@H](C)O3)[C@@H](C)C(=O)O[C@H](CC)[C@@](C)(O)[C@H](O)[C@@H](C)C(=O)[C@H](C)C[C@@]2(C)O)O[C@H](C)C[C@@H]1N(C)C
    -11%, -7%, 1.0%, 2%, 8%, 3%, -6%, 0%
> CCc1ccc(N(C(=O)Cc2cccs2)C(C(=O)NC2CCCCC2)c2cn(C)nc2C)cc1 (stereo not given)
    -10%, 13%, 0.0%, 14%, u, 0%, -3%[38.3 µM], 5%
> COC(=O)[C@H](CCSC)NC(=O)N1CCN(Cc2ccccc2)CC1
    i, -15%, -0.7%, 3%, 0%[46.1 µM], -8%, 2%[38.3 µM], -4%
> COc1ccc(Oc2cccc(Cl)c2CNC(=O)CSCC(=O)O)cc1
    -1%, x, 1.1%, -8%, 20%, 8%, x, x
> CCc1nnc(NC(=O)CSc2nnc(-c3ccco3)n2CCOC)s1
    11%, 9%, 0.0%, -11%, 10%, -10%, 2%, 4%
> COCCn1c(SCC(=O)/C=C2\N(C)c3ccccc3C2(C)C)nnc1-c1ccncc1
    -6%, -48%[inhibitor], -1.3%, -6%, 26%, 57%[activator], 3%, 0%
> Cc1cc2cc(CN(Cc3ccco3)C(=O)C3CCCCC3)c(=O)[nH]c2cc1C
    -4%, -1%, -1.8%, -19%, u, 12%, u, -5%
> Cc1ccccc1NC(=O)Cc1c(O)c2ccccc2[nH]c1=O
    -6%, -11%, -1.1%, u, -14%[46.1 µM], -3%, 1%[38.3 µM], 4%
> CCOc1ccc(S(=O)(=O)Nc2ccc(S(=O)(=O)N3CCCCC3)cc2)cc1
    -3%, 24%, -1.0%, 11%, -22%[46.1 µM], -5%, -7%[38.3 µM], 1%
> COc1ccc(-n2cnnc2SCCC#N)cc1
    4%, u, 0.0%, 6%, 9%[46.1 µM], -5%, 11%, -3%
> Cc1ccc(F)cc1NC(=O)CSc1ncccn1
    i, 2%, -0.1%, 3%, 3%, 13%, -3%, 0%
> O=C(c1ccccc1Cl)N1CCNCC1
    -1%, 13%, -7.3%, 12%, 19%[46.1 µM], 7%, u, 2%
> Cc1ccc(-n2c(SCC(=O)NCC3CCCO3)nnc2-c2ccoc2C)cc1 (stereo not given)
    -3%, -5%, 2.7%, 3%, -6%[46.1 µM], 10%, -12%[38.3 µM], 2%
> OC1NC(=S)N(c2ccccc2)C1O (stereo not given)
    -1%, x, 1.1%, -6%, 10%, 11%, x, x
> O=C(CN(Cc1ccccc1)S(=O)(=O)c1ccc(S(=O)(=O)N2CCOCC2)cc1)Nc1ccccc1
    -17%, u, -1.6%, 9%, 15%, -3%, -4%, -1%
> CCN(CC)C(=O)COc1cc(C)cc2oc(=O)cc(-c3ccccc3)c12
    -5%, -26%, 9.6%, -2%, -17%[46.1 µM], -15%, 3%[38.3 µM], -4%
> Nc1nonc1-c1nc2ccccc2n1CC(=O)N/N=C/c1ccc(-c2ccccc2C(=O)O)o1
    -6%, 10%, -3.9%, 4%, -1%, 5%, -8%, 1%
> Cc1cc(C)cc(NC(=O)CSc2nc(N)c(NC(=O)c3cccs3)c(=O)[nH]2)c1
    -2%, 0%, 0.3%, 0%, -8%, 3%, 3%, 1%
> O=C(NCCc1ccccc1)NC1CCCCC1
    -5%, 11µM*, -1.1%, 8%, -3%[46.1 µM], 3%, 22%[38.3 µM], 0%
> O=C(CN1CCN(S(=O)(=O)c2ccc(F)cc2)CC1)Nc1ccc(Cl)c(C(F)(F)F)c1
    -10%, -29%, 1.8%, -1%, -21%[46.1 µM], 1%, 6%[38.3 µM], -6%
> Cn1c(=O)c2c(nc(SCC(=O)NCc3ccc4c(c3)OCO4)n2Cc2ccccc2)n(C)c1=O
    -3%, -1%, -16%, 0%, -8%[46.1 µM], 5%, 25%[38.3 µM], -1%
> COc1ccccc1S(=O)(=O)Nc1ccc2cn[nH]c2c1
    -5%, 9%, -1.3%, 0%, 10%, -9%, -2%, -1%
> COc1ccc(C(=O)CSc2nnc(C3CCCCC3)n2N)c(OC)c1
    -22%, -14%, -0.8%, -4%, -10%[46.1 µM], -4%, 15%[38.3 µM], 2%
> Cc1ccc(-c2nc(SCC(=O)NCC3CCCO3)c(-c3ccc(Cl)cc3)[nH]2)cc1 (stereo not given)
    -3%, 1%, 3.4%, u, -34%, 17%, 3%, 0%
> O=C(N/N=C/c1c(Nc2cccc(C(F)(F)F)c2)nc2ccccn2c1=O)c1ccccc1[N+](=O)[O-]
    i, 6%, 1.0%, 3%, -25%, 6%, -3%, 1%
> Cc1cc(C)n2nc(SCCCC(=O)c3ccc(F)cc3)nc2n1
    i, -7%, 10%, -7%, 2%, 3%, 19%, 2%
> O=C(CCn1cccc1)Nc1nccs1
    0%, -21%, -1.1%, 0%, 3%[46.1 µM], 7%, 4%[38.3 µM], -7%
> CCOC(=O)c1c(C)[nH]c(C)c1C(=O)COC(=O)c1nc2nccc(C)n2n1
    -17%, 17%, -0.8%, 6%, 9%, 9%, 9%, 2%
> COCC(=O)Nc1ccc(S(=O)(=O)NCCc2ccccc2)cc1
    -13%, -25%, -1.1%, 12%, -6%[46.1 µM], -2%, 13%[38.3 µM], 4%
> COc1ccc(Oc2ncc3nc(C)c(=O)n(CCC#N)c3n2)cc1
    -10%, -14%, x, x, x, 65%[activator], 10%, 0%
> CNC(=O)c1c[nH]n2c(=O)c(Cc3ccccc3F)c(C)nc12
    0%, 22%, 0.8%, u, 2%[46.1 µM], 7%, -2%[38.3 µM], 0%
> CCOc1ccc(C(CC(=O)O)n2cnnn2)cc1OC (stereo not given)
    -2%, -39%, -3.1%, 6%, 39%, -11%, -4%, 9%
> Cc1cc(Cc2cc(Cc3cc(C)cc(C(C)(C)C)c3O)c(C)cc2C)c(O)c(C(C)(C)C)c1
    x, 4%[9.22 µM], x, x, x, 3%[14.2 µM], 3%, 1%[7.66 µM]
> C[C@@]12C=CC(=O)C=C1CCC1C3CC(O)[C@@](O)(C(=O)CO)[C@]3(C)CC(O)[C@]12F (stereo not given in full)
    0%, 1%, 0.0%, 2%, x, 2%, -7%, 5%
> COc1ccccc1C1(CCN=Cc2ccc(N(C)C)cc2)CCOC(C)(C)C1 (stereo not given)
    -3%, x, 0.1%, 9%, 30%, -3%, x, x

Carrying on:
Second line of a record: RECQ1 inh, SMN2 splice enh, Epigenetic derep, JMJD2E inh, NPSR antag, RGS12 GoLoco inh, IMPase Li inh, KinaseGlo FLuc
> CCOC(=O)c1sc2cc([N+](=O)[O-])cc(SCC(=O)OC)c2c1N
    -7%, -12%, 2.0%, -21%, -19%[46.1 µM], 50%[activator], 27%[38.3 µM], 16%
> O=C(NCCCN1CCOCC1)C(=O)NCc1ccccc1Cl
    -13%, u, 0.0%, -4%, 18%, 2%, -2%, 0%
> NCCc1ccn[nH]1
    i, 0%[20.6 µM], 2.4%[16.9 µM], -7%[25.5 µM], x, -1%[21.6 µM], 7%, 1%[17.1 µM]
> O=C(NCCCn1ccnc1)C(=O)NCC(c1cccnc1)N1CCN(c2ccccc2)CC1 (stereo not given)
    i, -27%, -0.1%, 3%, 7%, -4%, 11%, -6%
> COCCOC(=O)c1c(C)n(C)c2ccc(OC(=O)c3ccco3)cc12
    -6%, 14%, 1.7%, 4%, -11%[46.1 µM], 2%, 5%[38.3 µM], -4%
> COc1ccc(NC(=S)NNC(=S)Nc2cccc(C(F)(F)F)c2)cc1
    -15%, x, -0.3%, 4%, 19%, -2%, x, x

Screening data (PubChem BioAssay)
